# Source: PubChem (several laboratories)
# HTR2A ag: mouse Htr2a agonists via beta-arrestin recruitment, primary screen, cell-based, luminescence; 5-hydroxytryptamine receptor 2A (Mus musculus), P35363; CHO-K1 mHTR2A beta-arrestin complementation; percent of 30 µM serotonin response; activation, % at 7.6 µM; 0.66% of 360,000 active; AID 624169, 2012;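 active means activation above a run cutoff, the mean activation of all tested compounds plus 3 SD, cut at about 14% in these data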;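 further: 0% = plate median of compound wells and 100% = 30 µM serotonin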
# Glyco luc inh: increase of ERlucT glycosylation luciferase signal, primary screen, N-linked glycosylation inhibitor project, D54 ERlucT cells, luminescence, set 2 | D54 ERlucT glycosylation luciferase reporter, 24 h; percent of 100 nM tunicamycin response | reporter increase, % at 12.5 µM | 0.23% of 360,000 active;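 active means mean luciferase reporter signal, scaled so untreated is 0 and the glycosylation-blocking control 100, at or above a set limit in every replicate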;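 further: luciferase carries N-glycosylation sites so blocking glycosylation raises the light; 0% = median of neutral control wells and 100% = median of 100 nM tunicamycin wells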
# hiPSC survival: enhancers of single-cell hiPSC survival, primary screen, ATPlite luminescence | 100% = ROCK inhibitor wells, 0% = DMSO | survival enhancement, % at 20 µM | 0.044% of 360,000 active; in the data active means survival enhancement above about 18%;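 further: cells exposed to compounds for 16 hours before the ATP read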
# aDG glyco up: activators of alpha-DG glycosylation, primary screen, uHTS, Pro5-aDG cells, AlphaScreen. alpha-DG glycosylation AlphaScreen (IIH6); 0% Pro5, 100% B10-LARGE cell signal. activation, % at 10 µM. 0.22% of 360,000 active. AID 624168, 2012;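 active means activation of at least 8% versus controls, or a plate z-score of at least 8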;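 further: Pro5 are CHO cells carrying HIG-tagged alpha-DG that lacks glycosylation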
# PDI inh: inhibitors of human PDI, primary screen, biochemical, turbidity, single point, plate reader | Protein disulfide-isomerase (Homo sapiens), P07237 | 0.052% of 350,000 active | inhibition, % at 10 µM | PDI insulin aggregation turbidity, A650, 90 min;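 active means mean inhibition across replicates of 30% or more, whatever share of single replicates reach that level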;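 further: absorbance from insulin aggregation driven by PDI reduction with DTT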
# H9c2 protect: cardioprotection against H2O2-induced cell death, primary screen, uHTS, H9c2 cells, ATPLite luminescence | AID 588492, 2011 | protection from H2O2 cell death, % at 20 µM | H9c2 cardiomyocytes, H2O2 injury protection, 2 h | 0.63% of 360,000 active;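 active means compounds giving at least 50% protection of heart cells from peroxide-induced death in the single-dose screen, raw or plate-pattern-corrected value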;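 further: 0% = DMSO wells with peroxide and 100% = DMSO wells without peroxide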
# ABCB6 inh 2: ABCB6 transporter inhibitors, primary screen, K562-ABCB6 cells, flow cytometry, MLPCN library. ATP-binding cassette sub-family B member 6 (Homo sapiens), Q9NP58. K562-ABCB6 porphyrin accumulation, 1 h; hits give low values. fluorescence ratio to DMSO, % at 10 µM. 0.19% of 360,000 active. AID 602162, 2011;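 active means fluorescence ratio to DMSO below 75%, the collection mean minus 3 SD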;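 further: signal is porphyrin accumulated inside mitochondria; 100% equals median channel fluorescence of DMSO control wells; lower ratio means ABCB6 inhibition with less porphyrin fluorescence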
# Target sequence (Q9NP58 whole entry, looked up): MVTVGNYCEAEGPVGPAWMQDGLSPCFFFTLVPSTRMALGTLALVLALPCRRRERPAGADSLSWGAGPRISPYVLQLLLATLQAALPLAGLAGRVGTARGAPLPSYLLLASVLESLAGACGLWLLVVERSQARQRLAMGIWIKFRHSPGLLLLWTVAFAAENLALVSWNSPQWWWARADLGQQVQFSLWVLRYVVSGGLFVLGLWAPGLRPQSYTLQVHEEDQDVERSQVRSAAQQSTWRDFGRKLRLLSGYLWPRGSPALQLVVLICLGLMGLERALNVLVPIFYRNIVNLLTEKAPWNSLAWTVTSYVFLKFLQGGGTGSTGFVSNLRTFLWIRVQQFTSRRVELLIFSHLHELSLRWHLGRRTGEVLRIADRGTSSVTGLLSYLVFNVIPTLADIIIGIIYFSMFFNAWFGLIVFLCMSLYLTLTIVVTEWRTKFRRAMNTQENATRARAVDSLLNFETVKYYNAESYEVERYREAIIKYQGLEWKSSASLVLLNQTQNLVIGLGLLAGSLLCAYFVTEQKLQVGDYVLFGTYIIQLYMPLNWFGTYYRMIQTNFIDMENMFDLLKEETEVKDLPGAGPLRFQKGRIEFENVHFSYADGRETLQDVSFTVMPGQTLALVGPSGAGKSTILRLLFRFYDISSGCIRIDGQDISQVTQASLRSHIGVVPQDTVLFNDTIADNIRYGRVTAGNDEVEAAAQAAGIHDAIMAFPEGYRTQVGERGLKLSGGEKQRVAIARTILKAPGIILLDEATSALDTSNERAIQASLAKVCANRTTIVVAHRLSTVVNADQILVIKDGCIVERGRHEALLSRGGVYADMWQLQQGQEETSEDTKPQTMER
# Vif imaging: HIV Vif self-association inhibitors, primary screen, imaging, HEK293T, single point; HEK293T cells, Vif self-association by quenched fluorescence, 24 h; inhibition, % at 7.49 µM; 0.35% of 340,000 active; in the data active means inhibition above about 50%, passing the limit was not always enough; further: some results filed as inactive read as strong as hits
# Granule exo inh: LAMP-1 surface exposure blockers, TALL-104 cells – cell-based, flow cytometry, MLPCN library, primary screen | AID 651702, 2012 | TALL-104 LAMP-1 surface exposure; cells stimulated with thapsigargin and PMA | 0.66% of 360,000 active | inhibition, % at 10 µM;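 active means inhibition above about 55%, limit read from the data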
# CaV13 ICDI inh: Disruptors of the CACNA1D IQ motif to Ca2+-dependent inactivation inhibitor domain association, primary screening, Förster resonance energy transfer in intact living … | HEK cells, CFP/YFP FRET ICDI-IQ, plate reader, 10 min; percent FRET-ratio fall versus neutral wells | inhibition, % at 12.3 µM | 0.098% of 340,000 active | AID 743397;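 active means mean replicate inhibition of at least 30% and at least 1% of replicates passing that level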;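 further: 0% = median of the neutral control wells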
# Starred values were filed as active, the others as inactive; · = no result given; & = joins results of further samples. Outcome played no part in choosing rows; 3.1% or so of the library scored in one or more.
mol	HTR2A ag	Glyco luc inh	hiPSC survival	aDG glyco up	PDI inh	H9c2 protect	ABCB6 inh 2	Vif imaging	Granule exo inh	CaV13 ICDI inh
COc1ccc(N2CCN(C(=S)NC(=O)c3cccs3)CC2)c([N+](=O)[O-])c1	-2	0	-0.2	0.3	0	-2	95	-13	-2	-5
Cc1c(NC(=O)CS(=O)(=O)c2ccccc2)c(=O)n(-c2ccccc2)n1C	-1	2	0.2	-0.2	-3	1	97	-6	-3	-2
CCOC(=O)C1=CN(CC2CCCCC2)CCC1=O	14	2	-0.3	0.0	16	-2	99	6	-3	-2
O=c1c(-c2ccccc2)coc2c(CN3CCCCC3)c(O)ccc12	-5	-1	-0.4	-0.1	1	7	94	-3	-1	-21
CC(C)CCNC(=O)c1ccc(CS(=O)(=O)Cc2ccccc2F)o1	6	2	1.8	0.1	7	-3	104	-10	0	11
O=C(CCS(=O)(=O)c1ccccc1)Nc1nc(-c2cccs2)cs1	-6	-10	-4.0	-0.2	·	3	95	·	-1	-5
CN(C)CCCN1C(=O)C2CCc3[nH]c4ccccc4c3C2C1=O (centres undefined)	1	4	-0.5	0.1	4	1	97	2	-1	-2
CN(CCC1CCOCC1)C(=O)C1CCC(=O)N(CCc2ccc(Cl)cc2)C1 (centres undefined)	3	0	-0.4	0.0	-3	-4	101	25	5	-3
COc1ccc(-c2noc(CN(C)Cc3ccc(C)o3)n2)cc1	1	-1	-0.4	0.2	-4	-6	99	-2	-2	4
C[C@H]1O[C@@H](n2cc(F)c(=O)[nH]c2=O)[C@H](O)[C@@H]1O	-7	0	-0.8	0.1	-5	-3	100	15	-4	-5

# A few values from the list:
# C[C@H]1O[C@@H](n2cc(F)c(=O)[nH]c2=O)[C@H](O)[C@@H]1O – aDG glyco up: 0.1
# CCOC(=O)C1=CN(CC2CCCCC2)CCC1=O – Granule exo inh: -3

# (listing goes on)
mol	HTR2A ag	Glyco luc inh	hiPSC survival	aDG glyco up	PDI inh	H9c2 protect	ABCB6 inh 2	Vif imaging	Granule exo inh	CaV13 ICDI inh
O=C(Nc1cccs1)Nc1ccccc1Cl	1	-3	-4.1	0.1	-11	-18	109	-18	15	-5
O=S1(=O)CCOC[C@H](Cc2ccccc2)N1Cc1ccccc1	1	-3	-0.8	0.1	-1	-7	100	7	-1	-4
CCn1c(COc2ccccc2C)nnc1SCC(=O)Nc1ccc2c(c1)OCCO2	3	-2	-2.4	0.1	-1	-5	95	-3	2	·
Cc1nn(C)cc1CNC(=O)c1ccc(Br)o1	0	1	-1.5	-0.1	-1	2	106	-5	-3	·
COc1ccc(CNC(=O)CCCn2c(=O)c3cccn3c3cccnc32)cc1	-1	-1	0.9	0.0	7	8	103	1	0	-12
Cn1c(=O)[nH]c(=O)c2c1nc(NCc1ccco1)n2CCCc1ccccc1	-4	1	-0.9	-0.2	-5	2	104	8&11	9	·
Cc1cc2oc(=O)cc(CN3CCN(Cc4ccc5c(c4)OCO5)CC3)c2cc1C	-6	0	-0.4	-0.2	-13	-19	94	7	-1	-3
Cc1ccc(N2C(=O)CC(N3CCSCC3)C2=O)c(C)c1 (centres undefined)	3	5	-0.5	-0.2	-2	-1	92	-1	-2	-4
Cc1ccc(NC(=O)CSCC(=O)NC2CCCCC2)cc1	0	0	3.1	0.2	0	-6	102	-2	-3	-9
CCc1ccc(CCC(=O)Nc2ccc(C(C)=O)cc2)o1	1	-1	-0.4	0.0	2	1	96	1	2	-4

mol	HTR2A ag	Glyco luc inh	hiPSC survival	aDG glyco up	PDI inh	H9c2 protect	ABCB6 inh 2	Vif imaging	Granule exo inh	CaV13 ICDI inh
Cc1ccc(-c2noc(CSc3nnnn3C3CCCCC3)n2)cc1	-1	-1	-0.4	1.4	1	-21	100	12	-2	-6
C=CCn1c(SCC)nc(O)cc1=O	5	1	1.0	-0.2	3	0	101	0	-5	-6
CCOc1ccc(-c2nc(S(=O)(=O)c3ccccc3)c(N3CCOCC3)o2)cc1	-3	2	-0.2	-0.2	-2	-2	99	4	0	-5
O=S(=O)(Cc1ccccc1)N(O)c1ccccc1	1	3	-0.3	-0.1	0	8	97	0	-12	-19
CCOC(=O)C1CCCN(C(=O)c2cccc(S(=O)(=O)N3CCCC3)c2)C1 (centres undefined)	-7	-1	0.1	0.1	12	-10	93	33	19	-5
COc1cc(Cl)ccc1NC(=O)COc1ccccc1C(=O)NN	4	-1	-0.5	-0.3	3	15	94	-5	-4	-1
Cc1cccc(C(=O)NCC(=O)NCC2COc3ccccc3O2)c1 (centres undefined)	-6	-1	-0.5	0.1	-3	4	99	16	9	-6
COc1ccc(CCC(=O)NNC(=O)c2ccc(F)cc2)cc1	4	5	0.0	0.0	-7	0	103	1	-5	-7
CC(=O)Nc1ccccc1C(=O)N1CCc2ccccc21	1	3	-1.1	0.0	-15	11	88	1	3	-1
Cc1c(-n2c(SCC(=O)NC(C)C(C)C)nc3ccccc3c2=O)c(=O)n(-c2ccccc2)n1C (centres undefined)	2	1	-0.5	0.0	10	3	214	-5	1	-18

# Exported field by field: entries from further up
> Cc1cccc(C(=O)NCC(=O)NCC2COc3ccccc3O2)c1 (centres undefined)
  HTR2A ag: -6 | Glyco luc inh: -1 | hiPSC survival: -0.5 | aDG glyco up: 0.1 | PDI inh: -3 | H9c2 protect: 4 | ABCB6 inh 2: 99 | Vif imaging: 16 | Granule exo inh: 9 | CaV13 ICDI inh: -6

> COc1ccc(CCC(=O)NNC(=O)c2ccc(F)cc2)cc1
  HTR2A ag: 4 | Glyco luc inh: 5 | hiPSC survival: 0.0 | aDG glyco up: 0.0 | PDI inh: -7 | H9c2 protect: 0 | ABCB6 inh 2: 103 | Vif imaging: 1 | Granule exo inh: -5 | CaV13 ICDI inh: -7

# Later entries:
mol	HTR2A ag	Glyco luc inh	hiPSC survival	aDG glyco up	PDI inh	H9c2 protect	ABCB6 inh 2	Vif imaging	Granule exo inh	CaV13 ICDI inh
CCOC(=O)CSc1snnc1C	1	1	-0.6	-0.1	-4	2	98	3	-7	·
CC(C)(C)NCCCCOc1ccc(F)cc1	3	1	-1.2	0.2	4	1	97	2	-1	·
CCOC(=O)c1sc2nc(CC(=O)OC)nc(NCc3ccc(F)cc3)c2c1C	2	-5	-0.1	1.5	-4	-13	89	-18	0	-9
Cc1ccc(-c2csc(CC(N)=O)n2)cc1	-1	2	-0.4	-0.1	6	2	93	7	0	-4
CCCCc1nc2n[nH]c(N)c2c2c1CCCC2	-1	1	-1.0	0.2	6	-7	91	·	6	-5
CCCC1=Nc2cc(C(=O)N3CCCC3)ccc2Sc2ccc(C)cc21	-1	0	-0.2	0.7	-8	-3	99	-2	1	-6
COc1ccc2ccccc2c1/C=N\NC(=O)c1ccc(C)s1	-10	1	0.7	0.0	-10	0	96	-6	2	-7
CC(=O)N1CC(C)Oc2ccc(S(=O)(=O)NC(CC(=O)O)c3ccccc3C)cc21 (centres undefined)	-3	3	-0.6	-0.2	9	0	102	0	-14	-5
CCC(=O)Nc1ccc2c(c1)ncn2CCc1ccccc1	-7	-3	0.0	0.0	-1	-5	97	-5	-19	-4
Cc1cc(C)n(C(=O)COc2c(C)cccc2C)n1	0	4	-0.4	0.6	-3	6	95	·	2	-5

mol	HTR2A ag	Glyco luc inh	hiPSC survival	aDG glyco up	PDI inh	H9c2 protect	ABCB6 inh 2	Vif imaging	Granule exo inh	CaV13 ICDI inh
O=C(c1ccc(Cl)c(S(=O)(=O)N2CCOCC2)c1)N1CCc2ccccc2C1	-4	1	-0.4	0.1	-8	0	94	-1	2	-2
COc1cccc(N2CCN(Cc3ccsc3)CC2)c1	1	0	0.5	-0.1	7	-6	94	0	1	·
O=C(OCc1cncs1)c1ccccc1	2	-2	-0.3	0.3	2	7	101	2	6	10
O=C(Nc1ccc(N2CCN(C(=O)c3ccc(Cl)cc3)CC2)cc1)c1ccc([N+](=O)[O-])o1	4	-12	-3.2	0.3	-1	-36	100	1	7	5
CC(=O)NCc1cc(-c2ccc(Cl)cc2)no1	4	2	0.1	0.2	-3	3	104	8	0	0
COCCNCCCCOc1ccc(C)cc1[N+](=O)[O-]	2	-1	-0.5	0.3	-19	6	94	8	-1	-4
Cc1cc(C)n2nc(C(=O)OCC(=O)Nc3ccc4c(c3)OCCO4)nc2n1	4	3	2.0	-0.2	-8	5	98	5	-4	-2
Cc1ccsc1C1Nc2ccccc2-c2nc3ccccc3n21 (centres undefined)	-4	0	2.5	1.1	-4	-4	95	-1	-4	-3
CN1CCN(C(=O)c2ccc(F)c(F)c2)CC1	0	0	-0.2	-0.2	2	0	100	21	-5	-22
CC(C)C(c1nnnn1CCc1ccccc1)N1CCSCC1 (centres undefined)	2	2	0.0	0.2	4	4	96	6	0	-3

mol	HTR2A ag	Glyco luc inh	hiPSC survival	aDG glyco up	PDI inh	H9c2 protect	ABCB6 inh 2	Vif imaging	Granule exo inh	CaV13 ICDI inh
O=C(c1ccc(S(=O)(=O)N2CCOCC2)cc1)N1CCN(c2ccccc2)CC1	1	0	-1.7	1.0	1	5	99	4	-2	·
CCOc1ccc(NC(=O)Cn2nnc(-c3ccccc3NC(=O)CC)n2)cc1	-1	-2	-2.4	0.5	8	-16	96	1	-2	-4
COc1ccc(OCCC(=O)OCC(=O)NCc2ccccc2)cc1	1	0	3.5	1.5	0	-3	98	·	5	-5
Cc1nc(NC(=O)c2cc3c(s2)CCCCC3)sc1C(=O)N(C)C	0	4	0.1	-0.1	-3	-4	101	-3	1	-9
O=C(CSc1nncn1-c1cccnc1)Nc1ccccc1C(F)(F)F	1	0	-0.5	0.1	-72	1	97	20	-4	-4
CN(CC(=O)Nc1ccc(F)cc1)C(=O)c1cccc(NS(=O)(=O)c2ccccc2)c1	-7	0	-0.4	0.4	11	0	95	3	1	-7
COc1cc2c(cc1OC)-c1cc3ccc(OC)c(OC)c3c[n+]1CC2	2	2	-2.5	-0.2	8	-15	112	6	-12	-6
NC(=O)COC(=O)c1ccccc1SCC(=O)NC1CCCCCC1	5	2	0.3	-0.4	-13	10	90	1	-1	-5

# 5 neighbouring compounds already listed, quoted:
mol	HTR2A ag	Glyco luc inh	hiPSC survival	aDG glyco up	PDI inh	H9c2 protect	ABCB6 inh 2	Vif imaging	Granule exo inh	CaV13 ICDI inh
CN1CCN(C(=O)c2ccc(F)c(F)c2)CC1	0	0	-0.2	-0.2	2	0	100	21	-5	-22
CC(C)C(c1nnnn1CCc1ccccc1)N1CCSCC1 (centres undefined)	2	2	0.0	0.2	4	4	96	6	0	-3
O=C(c1ccc(S(=O)(=O)N2CCOCC2)cc1)N1CCN(c2ccccc2)CC1	1	0	-1.7	1.0	1	5	99	4	-2	·
CCOc1ccc(NC(=O)Cn2nnc(-c3ccccc3NC(=O)CC)n2)cc1	-1	-2	-2.4	0.5	8	-16	96	1	-2	-4
COc1ccc(OCCC(=O)OCC(=O)NCc2ccccc2)cc1	1	0	3.5	1.5	0	-3	98	·	5	-5
